LmPK inhibitor: blocks Leishmania mexicana pyruvate kinase activity. Q27686. purified LmPK, Kinase-Glo ATP luminescence, 1 h. Potency, µM (top dose mostly 57.5 µM), without a hit: at the highest dose activity change, negative = inhibition, usual class: inhibitors. 0.37% of 290,000 active. AID 1721; further: potency means the concentration at half of the fitted maximal effect; on the % scale 0 is the no-effect control and ±100 the full control effect
Target sequence (Q27686 whole entry, looked up): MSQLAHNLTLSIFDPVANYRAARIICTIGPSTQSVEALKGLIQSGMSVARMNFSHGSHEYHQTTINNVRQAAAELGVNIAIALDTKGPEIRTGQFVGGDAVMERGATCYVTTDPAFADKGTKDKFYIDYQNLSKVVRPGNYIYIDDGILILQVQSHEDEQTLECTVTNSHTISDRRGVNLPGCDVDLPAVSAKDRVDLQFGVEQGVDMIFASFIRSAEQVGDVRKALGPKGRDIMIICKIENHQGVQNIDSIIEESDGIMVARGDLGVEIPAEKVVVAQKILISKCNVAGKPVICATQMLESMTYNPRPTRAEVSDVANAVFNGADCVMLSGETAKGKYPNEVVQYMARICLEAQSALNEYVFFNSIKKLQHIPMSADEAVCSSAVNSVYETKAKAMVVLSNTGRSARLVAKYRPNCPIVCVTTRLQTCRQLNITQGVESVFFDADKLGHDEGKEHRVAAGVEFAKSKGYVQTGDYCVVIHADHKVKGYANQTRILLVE
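0.1 nM LmPK, 0.5 mM PEP, 0.1 mM ADP; 50 mM imidazole pH 7.2, 7 mM MgCl2, 50 mM KCl; 1 h RT. Kinase-Glo luminescence readout, normalized to no-enzyme (full inhibition) and uninhibited wells.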
Pf growth 48h: inhibits P. falciparum growth in the first generation, 48 h; P. falciparum luciferase growth in erythrocytes, 48 h; Potency, µM (highest dose often 28.7 µM), inactives show at the top dose activity change, negative = inhibition, usual class: inhibitors; 5.9% of 310,000 active; further: potency means the concentration at half of the fitted maximal effect; on the % scale 0 is the no-effect control and ±100 the full control effect
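Parasite viability was followed by luminescence of a genomically integrated firefly luciferase. Cultures held 0.1% parasitemia at 2% hematocrit (final), incubated under 5% CO2 at 37 C.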
AmpC inh no detg: blocks E. coli AmpC beta-lactamase in detergent-free assay; AID 485341; 0.52% of 330,000 active; AmpC nitrocefin hydrolysis, absorbance 480 nm, 0.0001% Triton; Potency, µM (doses to about 57.1 µM), for the others: top-dose activity change, negative = inhibition, most hits filed as inhibitors;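 further: potency means the concentration at half of the fitted maximal effect; plate controls were no compound for no effect and no enzyme for full effect; nearly all actives have a fitted effect of over 20% in size; some results filed as inactive show a strong effect at the top dose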
Target sequence (P00811 whole entry, looked up): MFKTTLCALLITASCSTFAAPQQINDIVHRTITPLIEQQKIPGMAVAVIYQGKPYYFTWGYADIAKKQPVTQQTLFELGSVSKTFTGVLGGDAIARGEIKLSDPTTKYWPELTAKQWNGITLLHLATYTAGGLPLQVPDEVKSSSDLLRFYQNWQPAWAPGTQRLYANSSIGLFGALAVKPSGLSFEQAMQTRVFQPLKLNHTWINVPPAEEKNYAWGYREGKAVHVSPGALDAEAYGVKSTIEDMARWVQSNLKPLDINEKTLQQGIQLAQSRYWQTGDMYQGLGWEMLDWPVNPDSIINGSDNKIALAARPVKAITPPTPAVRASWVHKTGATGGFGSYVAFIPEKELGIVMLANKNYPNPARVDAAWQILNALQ
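AmpC (5.3 nM in the dispensed reagent) in 20 mM phosphate pH 7.0 with 0.01% (detergent screen) or 0.0001% Triton X-100 was preincubated with compounds for 15 min at room temperature. Nitrocefin was then added from an 800 uM solution, and hydrolysis was followed at 480 nm.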
Shiga toxin inh: inhibitors of Shiga toxin in Vero cells. Vero cells, Shiga toxin protein synthesis inhibition reporter. inhibition, % at 38.7 µM. 9.2% of 290,000 active. AID 2315; in the data active means inhibition mostly above about 28%, no sharp cut-off; inactive means mostly below about 43%; further: 0% is about no effect
Tb PYK inh: inhibitors of Trypanosoma brucei pyruvate kinase. AID 624173. TbPYK enzyme, Kinase-Glo Plus ATP luminescence, 45 min. 0.12% of 410,000 active. Q57TT1. Potency, µM (top dose mostly 76.8 µM), for the others: at the top dose activity, negative = inhibition, hits mostly inhibitors; further: potency means the concentration at half of the fitted maximal effect; on the % scale 0 is the no-effect control and ±100 the full control effect; nearly all actives have a fitted effect of over 50% in size
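Assay buffer: 50 mM TEA pH 7.2, 100 mM KCl, 10 mM MgCl2, 0.05% BSA, 0.01% Tween-20. Pyruvate kinase from T. brucei plus substrate met compound, then ADP (130 uM final). Luminescence was read post 45 min RT.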
CHX counter: counter-screen hit for Shiga toxin inhibitors, cycloheximide; cell reporter, cycloheximide protein synthesis inhibition counterscreen; max response, %; 12% of 300,000 active; AID 2314; in the data active means max response mostly above about 13%, no sharp cut-off; inactive means mostly below about 14%; further: read at 38.3 µM for the half of the compounds with a filed dose; 0% is about no effect
Pf growth 96h: P. falciparum growth inhibition at 96 hour, primary screen for plastid delayed-death inhibitors | P. falciparum luciferase reporter growth, 96 h | Potency, µM (top dose mostly 28.7 µM), inactives show top-dose activity change, negative = inhibition, usual class: inhibitors | 6.9% of 320,000 active | AID 504834; further: potency means the concentration at half of the fitted maximal effect; on the % scale 0 is the no-effect control and ±100 the full control effect
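P. falciparum expressing integrated firefly luciferase grown in erythrocytes (2% hematocrit, 0.05% parasitemia final) with compounds for 96 hours at 37 C, 5% CO2. Growth inhibition read as loss of luminescence after adding luciferase detection reagent.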
Numbers without * were called inactive; ? = inconclusive; . = not tested or not shown; [ ] = remark or other dose. Unless noted, the call rests on the fitted dose curve; in most records, active means well fitted curve in the direction sought with a large enough effect; inconclusive means small, poorly fitted or top-dose-only effect, or another doubt; inactive means no such curve, though single readings can be large; an effect the other way counts as inactive or inconclusive. Rows are unselected (roughly 22% active in at least one column).

Molecule,LmPK inhibitor,Pf growth 48h,AmpC inh no detg,Shiga toxin inh,Tb PYK inh,CHX counter,Pf growth 96h
Cc1cc(C)c(CN2CCC(N3CCC(C(=O)NCC4CCCO4)CC3)CC2)cc1C (stereo not given),-4%,?,-8%,-7,-26%,-1,?
Cc1cccn2c(=O)c3cc(C(=O)NCc4ccco4)c(=N)n(CCOCCO)c3nc12,0%,1.5µM*,5%,4,-10%,1,?
CCCCn1c(CCCNC(=O)c2ccco2)nc2ccccc21,-2%,?,23%,5,8%,1,53%[activator]
CCN1CCN(CC(=O)Nc2nc3ccccc3s2)CC1,0%,42%[activator],-21%,6,6%,12,77%[activator]
CCn1ccc(C(=O)Nc2ccccc2Cl)n1,-23%,-18%,-1%,63*,2%,41*,15%
c1ccc(NC(c2ccccc2)c2ccncc2)cc1 (stereo not given),7%,9.3µM*,-4%,24,-26%,2,80%[activator]
COC(=O)c1cc(S(=O)(=O)N2CCN(C(=O)c3ccco3)CC2)cn1C,-4%,8%,0%,-4,-2%,1,3%
COCCNC(=S)N1CCCN(c2nc3cc(C)ccc3cc2C#N)CC1,-1%,?,127%[activator],-9,-18%,1,?
COc1ccc(CNC(=O)c2cc3cccc(O)c3oc2=N)cc1,4%,?,-21%,38,0%,5,?
Cc1ccc2sc(N(CCCN(C)C)C(=O)c3ccc(S(=O)(=O)N4CCc5ccccc5C4)cc3)nc2c1C,.,?,193%[activator],.,7%,.,?
CCCCn1c(N)c(N(CCOC)C(=O)c2ccc3c(c2)OCCO3)c(=O)[nH]c1=O,.,15%,-11%,.,-9%,.,16%
CCOC(=O)c1cc(S(=O)(=O)NCCc2ccccc2)cn1C,1%,22%,0%,-5,-1%,15,-4%
O=C(Nc1n[nH]c(C(F)(F)F)n1)C1CC1,3%,-4%,-19%,-13,-4%,-3,12%
Cc1ccc(S(N)(=O)=O)cc1NC(=O)/C=C/c1cccs1,-1%,21%,-23%,-8,-4%,0,47%[activator]
CCCC(C(=O)O)n1c(O)c(C=C2N=c3ccccc3=N2)sc1=S (stereo not given),0%,9%,-33%,-6,-5%,3,23%
Cc1cc(C)c(S(=O)(=O)NC2CC(C)(C)NC(C)(C)C2)cc1Br,2%,?,-2%,-8,0%,-3,?
Cc1n[nH]c(C)c1S(=O)(=O)N1CCCCCC1,2%,.,-17%,-11,-5%,-6,?
CC(C)CC(C(=O)OCC(=O)c1c(N)n(C)c(=O)n(C)c1=O)N1C(=O)c2ccccc2C1=O (stereo not given),-6%,-14%,257%[activator],-8,-1%,-1,-29%
Cc1nn(-c2ccccc2)c2c1C(=O)N(Cc1ccccc1)C(=O)C(C)(C)C2,3%,?,35%,-15,-8%,3,?
CCC1=Nc2cc(C(=O)N3CCCCC3)ccc2Sc2ccc(C)cc21,9%,?,110%[activator],5,-10%,3,3%
O=C(CC(=O)c1ccccc1)Nc1cc(C(F)(F)F)ccc1Cl,-1%,-20%,25µM*,25,2%,16*,39%[activator]
Nc1cc(=O)[nH]n1C1CCCC1,-2%,18%,-18%,-11,-4%,-4,-2%
Cn1ccsc1=NC(=O)c1ccc(S(=O)(=O)C(F)F)cc1,-13%,69%[activator],-16%,69*,2%,26*,15%
O=C(CNC(=O)c1ccc(Cl)cc1Cl)OCN1C(=O)c2ccccc2C1=O,.,26%,-3%,.,-3%,.,38%[activator]
Cn1c(=O)c2c3c(sc2n2c(SCC(=O)c4ccccc4)nnc12)COC(C)(C)C3,2%,6%,-12%,-2,.,-5,8%
CCCCn1cnc2c(c(-c3ccccc3)c(-c3ccccc3)n2Cc2ccco2)c1=N,1%,4.1µM*,88%[activator],-28,2%,-3,2.3µM*
COc1ccccc1OCCn1ccnc1,-3%,?,2%,11,20%,-1,30%
Cc1csc(SCc2nc3scc(-c4ccccc4)c3c(=O)[nH]2)n1,-5%,?,-57%,24,-2%,-2,-18%
Cc1ccc(-c2nc(CS(=O)CC(=O)NCc3ccc4c(c3)OCO4)c(C)o2)cc1 (stereo not given),-3%,3%,23%,-7,-9%,4,28%
CC1(C)Cc2c(sc(NC(=O)COc3ccc(Cl)cc3)c2C(N)=O)C(C)(C)N1,-4%,?,0%,-6,0%,4,?
O=[N+]([O-])c1cc(/C=N/n2c(-c3cccnc3)n[nH]c2=S)ccc1Cl,4%,-19%,-2%,-11,?,2,1%
O=C(CCNC(=O)c1ccccc1Cl)Nc1nc(-c2ccccc2Cl)cs1,1%,36%[activator],-44%,40,0%,22*,31%[activator]
Cn1nccc1C(=O)Nc1ccc2c(c1)OCCO2,16µM*,84%[activator],-14%,96*,-24%,43*,?
COc1ccc(C(=O)NNC2=NC(C)(C)Cc3ccccc32)cc1,3%,4%,-1%,-6,-15%,0,-21%
Cc1ccc(NC(=O)CC2OC(=O)c3ccccc32)cc1S(=O)(=O)N1CCOCC1 (stereo not given),.,?,-9%,.,-10%,.,?
CCN(CC)c1nc2c(c(=O)[nH]c(=O)n2C)n1Cc1ccccc1,0%,14%,-18%,2,2%,1,-21%
O=C(CSc1nnc(-c2cccs2)n1-c1ccccc1)N1CCCc2ccccc21,8%,.,-25%,-11,13%,-2,.
COc1ccc(C(=O)Nc2ccc(NC(=O)c3cccs3)c(OC)c2)cc1Cl,1%,?,3%,-9,3%,-2,-9%
Cc1ccc(C(=O)O)cc1NC(=S)NC(=O)c1ccc(-c2ccccc2)cc1,5%,29%,-15%,57*,-1%,31*,-22%
NC(=O)c1cnn(C2CCS(=O)(=O)C2)c1 (stereo not given),0%,-14%,-7%,29,-2%,11,?
Cc1cc(C)cc(NC(=O)CNC(c2ccccc2)c2ccccc2)c1,-5%,?,-29%,-12,-1%,3,?
COc1ccc(-c2nc(N3CCN(C)CC3)sc2-c2ccc(OC)cc2)cc1,-1%,?,189%[activator],7,-9%,-3,?
COc1ccc(/C=C2/CCCC(C(=O)C(F)(F)F)=C2O)cc1OC,7%,18%,23%,25,3%,12,47%[activator]
CC1=C(C#N)C(NC(=O)C2CCCCC2)(C(F)(F)F)C(=O)N1 (stereo not given),2%,7%,-14%,-8,2%,-1,73%[activator]
O=C(NC12CC3CC(CC(C3)C1)C2)OC1CN2CCC1CC2 (stereo not given),2%,52%[activator],-9%,-8,-4%,-3,-13%
CCc1c(C)c(C#N)c2nc3ccccc3n2c1NCc1ccco1,6%,.,-19%,-7,-1%,-1,.
Nc1n[nH]c(C2CCCCC2)n1,-2%,17%,-15%,-6,3%,-2,27%
CCn1c(=O)cc(SCC(=O)Nc2cc(OC)c(OC)c(OC)c2)c2ccccc21,5%,-7%,92%[activator],-9,-17%,-4,.
COc1ccc(NC(=O)c2cccc(N3C(=O)C4C5C=CC(C5)C4C3=O)c2)c(OC)c1 (stereo not given),5%,?,15%,17,-13%,9,8%
N=C1/C(=C\c2ccc(OC(=O)c3ccccc3)cc2)C(=O)N=C2SC(N3CCOCC3)=NN12,1%,-25%,-12%,11,-4%,15*,19%

3 of the compounds above, field by field:
Compound: Cn1ccsc1=NC(=O)c1ccc(S(=O)(=O)C(F)F)cc1
  LmPK inhibitor: -13% | Pf growth 48h: 69%[activator] | AmpC inh no detg: -16% | Shiga toxin inh: 69* | Tb PYK inh: 2% | CHX counter: 26* | Pf growth 96h: 15%
Compound: O=C(CNC(=O)c1ccc(Cl)cc1Cl)OCN1C(=O)c2ccccc2C1=O
  LmPK inhibitor: . | Pf growth 48h: 26% | AmpC inh no detg: -3% | Shiga toxin inh: . | Tb PYK inh: -3% | CHX counter: . | Pf growth 96h: 38%[activator]
Compound: Cn1c(=O)c2c3c(sc2n2c(SCC(=O)c4ccccc4)nnc12)COC(C)(C)C3
  LmPK inhibitor: 2% | Pf growth 48h: 6% | AmpC inh no detg: -12% | Shiga toxin inh: -2 | Tb PYK inh: . | CHX counter: -5 | Pf growth 96h: 8%

The list goes on:
Molecule,LmPK inhibitor,Pf growth 48h,AmpC inh no detg,Shiga toxin inh,Tb PYK inh,CHX counter,Pf growth 96h
Cc1ccc(NC(=O)CSc2nc3ccccc3nc2N2CCCC2)cc1,-8%,?,-39%,33*,-3%,21*,-11%
CCNC(=O)C(C)Sc1ccc(Cl)cc1 (stereo not given),-5%,?,-10%,-9,0%,-3,.
COc1cccc(NC(=O)CN(C)C(=O)c2ccc(-c3ccccc3Cl)o2)c1,-1%,0.29µM*,-1%,7,-9%,11*,?
CCN(CC(=O)NCc1cccs1)C(=O)c1ccc(S(=O)(=O)Nc2cccc(C)c2C)cc1,-6%,-1%,34%,-1,2%,-3,10%
CCN1CCN(CCCNC(=O)c2csc3c2CCCCC3)CC1,3%,2%,6%,-14,1%,-2,15µM*
O=C(CCN1C(=O)S/C(=C\c2cccs2)C1=O)NC1=NCCS1,-2%,0%,22µM*,32,-14%,17*,-23%
CCOC(=O)C1=C(C)NC(C)=C(C(=O)OCC)C1C(=O)OCC(=O)N1CC(C)OC(C)C1 (stereo not given),.,-2%,65%[activator],.,0%,.,-7%
Cc1cccc(CCNC(=O)C2CCCN(S(=O)(=O)c3cccc4nsnc34)C2)c1 (stereo not given),4%,?,1%,7,-3%,-3,35%
COC(=O)Cc1[nH]nc2c1C(C1C=CCCC1)C(C#N)=C(N)O2 (stereo not given),3%,-14%,-57%,-3,-5%,-3,-1%
COc1ccc(NC(C)=O)cc1S(=O)(=O)N1CCn2cccc2C1C (stereo not given),.,?,27%,.,0%,.,-1%
C=CCNC(=S)Nc1cccc(N)c1,2%,13%,-36%,5,2%,-1,-16%
CSc1cccc(NS(=O)(=O)c2ccc(-c3coc(C)n3)cc2)c1,-2%,-7%,-42%,-2,-13%,12,4.7µM*
CC(=O)c1ccc(OCc2cc(C(=O)N(C)Cc3ncc(C)[nH]3)no2)cc1,-6%,0%,10%,-6,-4%,3,?
CC(=O)NC1=NN(C(C)=O)C(C)(CS(=O)(=O)c2ccc3ccccc3c2)S1 (stereo not given),-1%,-1%,-36%,-5,-4%,-2,15%
COC(=O)CCN(C(=O)c1cc(OC)c(OC)c(OC)c1)c1ccccn1,-1%,7%,-19%,-5,0%,-3,.
O=c1[nH]ncn1-c1ccc(Br)cc1,-5%,6%,-7%,-10,-2%,-3,?

Screening results as filed in PubChem.
